mcGAS MS inh: mouse cGAS inhibition by mass spec | Q8C6L5 | inhibition, % at 12.5 µM | 130,000 tested, 0.18% active | recombinant mouse cGAS, cGAMP by RapidFire MS;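 active = inhibition of cGAS enzyme activity at or above 60%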;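 note: enzyme stimulated by 45 bp dsDNA with ATP and GTP substrates; cGAMP share of summed cGAMP plus half ATP and half GTP signals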
Target sequence (Q8C6L5 whole entry, looked up): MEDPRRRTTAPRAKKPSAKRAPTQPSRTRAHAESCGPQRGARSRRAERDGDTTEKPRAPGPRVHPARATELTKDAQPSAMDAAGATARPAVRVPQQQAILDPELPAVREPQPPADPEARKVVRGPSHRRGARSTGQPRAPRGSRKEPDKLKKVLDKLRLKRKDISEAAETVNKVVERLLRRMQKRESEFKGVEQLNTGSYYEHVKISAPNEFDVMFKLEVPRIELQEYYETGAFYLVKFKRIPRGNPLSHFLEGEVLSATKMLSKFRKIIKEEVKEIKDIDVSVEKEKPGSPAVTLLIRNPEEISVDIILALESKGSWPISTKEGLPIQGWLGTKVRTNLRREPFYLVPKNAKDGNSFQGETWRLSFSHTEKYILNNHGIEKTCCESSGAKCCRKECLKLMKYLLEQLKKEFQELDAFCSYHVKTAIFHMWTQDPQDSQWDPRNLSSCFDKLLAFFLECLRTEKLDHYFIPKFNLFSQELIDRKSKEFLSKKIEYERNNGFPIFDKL
The depositor's hits bear a star. Not all compounds are listed; the hit share may differ from the screen's.

SMILES	mcGAS MS inh
c1ccc(-c2nc3ccccn3c2Nc2ccc3c(c2)OCO3)cc1	-8
CCCCC1C=CCN1C(=O)c1cc(C(C)C)[nH]n1 (configuration not stated)	-3
Cn1cc(CNc2ccc(C(=O)Nc3cccc(Cl)c3)cn2)cn1	-5
COc1ncccc1C(=O)N1CCC(CCC(=O)N2CCN(c3ccccc3)CC2)CC1	-4
Cc1ccc(NC(=O)CN2CC(C(=O)O)CC2=O)c(F)c1 (configuration not stated)	-9
Cn1cc(C(CC(=O)O)c2ccccc2C(F)(F)F)c2ccccc21 (configuration not stated)	-1
CCN(Cc1nc(COC)no1)C(=O)c1ccc2cc[nH]c2c1	-18
CS(=O)(=O)Nc1ccccc1C1=NN(C(=O)CCC(=O)O)C(c2ccccc2F)C1 (configuration not stated)	-5
c1cc2nonc2cc1CNCc1ccc2[nH]c3c(c2c1)CCCC3	-10
O=C(CNC(=O)c1ccccc1)Nc1nc2cc3c(cc2s1)OCCO3	-1
CCCCCCC(=O)NN=Cc1ccc([N+](=O)[O-])cc1	10
O=C(N[C@H]1CN[C@H](C(=O)N2CC=C(c3ccccc3)CC2)C1)c1ccco1	-8
C=C1N(C)c2ccc(NC(=O)c3ccccc3)cc2C1(C)C	13
COc1cccc(C2=NC(=Cc3cc(Br)ccc3OC)C(=O)O2)c1	-5
CC(OC(=O)C=Cc1cccc2cccnc12)C(=O)N1CCN(S(=O)(=O)c2ccccc2)CC1 (configuration not stated)	-7
COc1ccc(C)cc1NC1CCCN(S(=O)(=O)c2ccc(F)cc2)C1 (configuration not stated)	-6
O=C(Nc1ccc2c(c1)CN(C(=O)c1cscn1)CC2)c1ccccc1Cl	2
CC(C)c1cc(NC(=O)CN(C)c2ccccc2)on1	7
Cc1nc(N)nc(N(C)C)n1	-8
CCOC(=O)Cc1ccc(Nc2nc(NC)nc3ccsc23)cc1	6
CCOC(=O)CNC(=O)N1CCC2(CCCN(CC3CC3)C2=O)C1 (configuration not stated)	-10
CC(=O)N1CCN(c2ccc(Nc3ccccn3)nn2)CC1	-12
Cc1cc(C)n(Cc2ccccc2C#N)n1	4
COC(=O)Cn1c(=NC(=O)c2ccc3ncsc3c2)sc2cc(NC(C)=O)ccc21	-3
O=C1CC2(CCN(Cc3cc4n(n3)CCCNC4)C2)Oc2ccccc21 (configuration not stated)	-8
CCN(CC1CCN(C(=O)Nc2cccnc2)C1)CC(F)(F)F (configuration not stated)	-2
CC(C)CC(=O)N1CC(CN2CCCCC2)C(c2ccccc2)C1 (configuration not stated)	-5
NC1=NC(c2coc3ccccc3c2=O)N2C(=N1)Oc1ccccc12 (configuration not stated)	10
Cc1nc(CN(C)C(=O)c2ccccc2OC2CCN(S(C)(=O)=O)CC2)cs1	-5
NC(=O)c1ccc(N=c2oc3ccc(Br)cc3cc2C(N)=O)cc1	0
CC(=O)c1c(C)[nH]c(C(=O)Cn2cnc3sc4c(c3c2=O)CCC(C)C4)c1C (configuration not stated)	-13
O=C(CSc1nnc(N2CCCC2)n1Cc1ccco1)NC1CCCCC1	-4
COC(=O)C(C)Sc1nc2c(cnn2Cc2ccccc2)c(=O)[nH]1 (configuration not stated)	-6
O=C(c1ccco1)N1CCN(C(=O)c2cccs2)CC1	-5
CCc1nc(C2CN(C(=O)CC3CCc4ccccc43)CCO2)n[nH]1 (configuration not stated)	-5
O=C(NCc1ccco1)c1noc2c1CCCC2	16

Part of the list above, with values ahead of the structure:
mcGAS MS inh	SMILES
-5	Cc1nc(CN(C)C(=O)c2ccccc2OC2CCN(S(C)(=O)=O)CC2)cs1
-5	CC(C)CC(=O)N1CC(CN2CCCCC2)C(c2ccccc2)C1 (configuration not stated)
-4	O=C(CSc1nnc(N2CCCC2)n1Cc1ccco1)NC1CCCCC1
-5	CS(=O)(=O)Nc1ccccc1C1=NN(C(=O)CCC(=O)O)C(c2ccccc2F)C1 (configuration not stated)
-8	Cc1nc(N)nc(N(C)C)n1

Following part
SMILES	mcGAS MS inh
CCNC(=O)C(C)N1CCN(c2cccc(C(F)(F)F)c2)CC1 (configuration not stated)	-7
CCS(=O)(=O)N1CCN(c2nc3ccccc3[nH]2)CC1	-2
COc1ccc(S(=O)(=O)NCC(F)(F)F)cc1Br	17
Cc1nn(C)c(Cl)c1-c1nc(-c2ccccc2)c(C)[nH]1	-14
CCCN(C(=O)CNCC1CN(C)CCO1)C1=CCCCC1 (configuration not stated)	-4
CC(C)c1nncn1CCNC(=O)Cn1c(=O)[nH]c2ccccc21	-4
CC(C)(C)P(=Nc1ccc(S(N)(=O)=O)cc1)(N1CCOCC1)N1CCOCC1	-9
COc1ccc(C(=O)ON=C2C=C(C)C(=O)C(C)=C2)cc1	-12
CC(C)n1c(=O)c(C(=O)NC2CCN(Cc3ccccc3)C2)cc2cccnc21 (configuration not stated)	6
CCc1nc(Cn2cnc(-c3ccccc3)c2-c2cc(C)[nH]n2)cs1	-2
CCCS(=O)(=O)N1CC=C(c2c[nH]c3cc(F)ccc23)CC1	10
Fc1cc(Oc2ccc(C(F)(F)F)cn2)cc(F)c1CN1CCCC1	-6
N#CCCN(C(=O)Cn1nc(-n2cncn2)ccc1=O)c1ccccc1F	4
O=S(=O)(Nc1ccc2c(c1)nc1n2CCCCC1)c1ccc(Cl)s1	-6
O=C(Cc1ccc(F)cc1)N1CCN(C(=O)c2cc(O)cs2)CC1	-8
Cc1nc(COC(=O)c2ccc(CO)cc2)cs1	20
CC(NC(=O)Nc1cccc2cccnc12)C1CCN(C)CC1 (configuration not stated)	-6
Cc1ccc(CN2CCC2(C)C(=O)Nc2cccc3cccnc23)cc1 (configuration not stated)	50
Cc1c(NCc2ccccn2)cccc1C(=O)NCc1noc(C(C)C)n1	-6
COc1ccc(Cl)cc1CN1C(=O)C(C)ON=C1c1cccnc1 (configuration not stated)	-5
CCn1nc(C(=O)N(Cc2cccnc2)c2nc3cc(C)c(C)cc3s2)cc1C	5
Cc1nc(CNC2CCN(c3ccc(C(=O)N4CCCC(O)C4)cc3)CC2)cs1 (configuration not stated)	-9
CCn1nnc2c(SCc3ccccc3F)ncnc21	-6
Cn1c(NCC2CCCCC2)nc2cc(-c3ccsc3)sc2c1=O	4
CCCCCOc1ccc(N2C(=O)CSC2c2ccc(OC)cc2)cc1 (configuration not stated)	-14
O=C(OCCn1cccn1)c1cc2c(cc1O)CCCC2	-4
CCCN(CC(F)(F)F)C(=O)c1ccc(=O)n(-c2ccccc2)n1	-33
CCN(CC(=O)NC(C)(C)C)c1cc(Cl)nc(N)n1	-7
CC(=O)c1ccc(OCC(=O)N2CCN(c3ccc(F)cc3)CC2)cc1	-9
O=C(NOC1CCCCO1)c1ccn(-c2ccccc2F)n1 (configuration not stated)	0
COc1cccc(-c2ccccc2NC(=O)C2CCN(CC3CCCCC3)CC2)c1	-3
C=CCN1C(=O)/C(=C2\SC(=S)N(CCOC)C2=O)c2ccccc21	-8
COc1ccc(OCCCCOc2ccccc2)cc1	-2
Cc1cc(/C=C(/C#N)S(C)(=O)=O)cc(C)c1OC(F)F	9
COC(=O)CN1CCC(C)C(n2ccnc2)C1 (configuration not stated)	-4
COc1cccc(CN2C(=O)C3(NCCS3)c3cc(C)ccc32)c1 (configuration not stated)	-5
CCN(Cc1cc2ccc(OC)cc2[nH]c1=O)Cc1nccn1C	-7
Cc1ccc(N(CN2C(=O)c3ccccc3C2=O)C(=O)C(F)(F)F)cc1	-8
O=C(Nc1ncc(Br)s1)C12CC3CC(C1)CC(n1cnc([N+](=O)[O-])n1)(C3)C2	-3
COc1ccc(-c2ncc(C(=O)NC3CCC(CO)CC3)s2)cc1 (configuration not stated)	-29
O=C(NCC1CCCC1)n1ccnc1	-3
Cc1ccc(-n2ncc3c(C4CC4)nn(CC(=O)Nc4cc(C)on4)c(=O)c32)c(C)c1	-8
c1ncn(C2CCN(CC3CCCOC3)CC2)n1 (configuration not stated)	6
COc1cccc(C(=O)Nc2c3c(nn2-c2ccc(C)cc2C)CS(=O)(=O)C3)c1OC	-7
Cc1cccn2c(=O)c3cc(C(=O)NC4CCCCC4C)n(C)c3nc12 (configuration not stated)	-14
COc1ccc(OC)c(NC(=O)CN(Cc2ccc(F)cc2)C2CCCCC2)c1	-1
CCc1nc(CN2CCC(Oc3ccccc3C(=O)N3CCCCC3)CC2)c(C)[nH]1	-12
CN1CCN(c2ncc(C(=O)NCCC(F)(F)F)s2)C1=O	-8
O=C1OC(c2cccc(Br)c2)=NC1=Cc1ccc(N2CCOCC2)cc1	-9
CN(Cc1cccc2cnccc12)Cc1cccn1-c1nccs1	5
CC(C)(O)C#Cc1ccc(CN2CCCC(CNC(=O)c3cc4ccccc4[nH]3)C2)s1 (configuration not stated)	-2
CCCCc1ccc(NS(=O)(=O)c2ccc(C)c(C(=O)NNC(=O)c3cnccn3)c2)cc1	-2
CN(C)CC1(O)CCCN(C(=O)CCc2nc3cccnc3n2C)C1 (configuration not stated)	-27
Cc1cc(OC(C)C)ccc1NC(=O)c1ccc(N2NC(=O)CCC2=O)cc1	-4
c1ccc(Cc2cn[nH]c2C2CCN(Cc3cccnc3)CC2)cc1	-26
CCOc1ccccc1C1c2[nH]c3ccccc3c2CCN1C(=O)c1cc(C)[nH]n1 (configuration not stated)	3
CC1CCCC(NC(=O)CC23CC4CC(CC(Br)(C4)C2)C3)C1C (configuration not stated)	-11
O=C(O)c1ccc(=O)n(Cc2ccc(F)cc2)c1	0
O=S(=O)(Nc1ccc2c(c1)CCC2)c1cc(Br)ccc1Br	0
CCCC1CCN(Cc2cn(C3CCN(S(=O)(=O)CC)CC3)nn2)C1 (configuration not stated)	-12

Grouped by structure, the compounds so far with a thiophene ring, fused or not.
SMILES	mcGAS MS inh
CCOC(=O)Cc1ccc(Nc2nc(NC)nc3ccsc23)cc1	6
CC(=O)c1c(C)[nH]c(C(=O)Cn2cnc3sc4c(c3c2=O)CCC(C)C4)c1C (configuration not stated)	-13
O=C(c1ccco1)N1CCN(C(=O)c2cccs2)CC1	-5
O=S(=O)(Nc1ccc2c(c1)nc1n2CCCCC1)c1ccc(Cl)s1	-6
O=C(Cc1ccc(F)cc1)N1CCN(C(=O)c2cc(O)cs2)CC1	-8
Cn1c(NCC2CCCCC2)nc2cc(-c3ccsc3)sc2c1=O	4
CC(C)(O)C#Cc1ccc(CN2CCCC(CNC(=O)c3cc4ccccc4[nH]3)C2)s1 (configuration not stated)	-2

Following part.
SMILES	mcGAS MS inh
CCOC(=O)C1CCCN(Cn2c(=O)c3ccccc3n3nc(C)cc23)C1 (configuration not stated)	-10
CN(Cc1ccc(O)cc1)C(=O)NCc1ccc(Br)cc1	1
Cc1cccnc1CC(C)Nc1cc(N2CCOCC2)nc(N)n1 (configuration not stated)	-13
CN(C)C(=O)c1ccc(-c2nnc(Nc3ccccc3)c3ccccc23)cc1	-1
CN=c1scc(-c2cccc(Cl)c2)n1N=C1CCc2ccccc21	-10
Cn1cccc1C(=O)N1CCCC(CCc2ccccc2C(F)(F)F)C1 (configuration not stated)	4
CSCCNc1nc2nonc2nc1NCc1cccs1	0
COc1ncccc1C(=O)N1CCCC(C(=O)c2cccc(OC(C)C)c2)C1 (configuration not stated)	-11
COc1ccccc1-n1cc(CN2CCCC(CO)(Cc3cccc(Cl)c3)C2)cn1 (configuration not stated)	-3
CCc1nc(N)sc1C(=O)N(CC)Cc1ccccc1F	-2
O=S(=O)(NCc1ccc2c(c1)OCO2)c1cccs1	6
Cc1nn(C)cc1-c1ccnc(N(C)Cc2ccsc2)n1	-26
CC12CCC(CC1=NN=Cc1ccccc1OC(F)F)C2(C)C (configuration not stated)	-1
COCCn1cnnc1Cn1ccnc1-c1ccccc1C	-9
CSc1nc2ncc3c(=O)n(Cc4cccnc4)ccc3n2n1	-3
O=C(NCCCCOc1ccc(F)cc1)N1CCC(N2CCCCC2)CC1	-22
CCC1CCCCC1NC(=O)c1ccc2c(c1)nc(C)n2C (configuration not stated)	1
CNc1ccc(-c2cccc(C(C)=O)c2)cn1	4
CC(C)[C@H](Nc1ccc(C(F)(F)F)cc1Cl)C(=O)N1CCc2ccccc21	1
Cc1ncc(C)c(N2CCCC(c3[nH]ncc3Cc3ccccc3)C2)n1 (configuration not stated)	-9
Cc1cc2oc(=O)cc(Cn3ccsc3=N)c2cc1C(C)C	5
Cc1ncc(C(=O)N2CCC(c3cc(Cc4ccccc4)[nH]n3)CC2)c(C)n1	-31
CN1CCC2(CCC1=O)CCN(C(=O)CCN1CCNCC1)CC2	0
O=C(CSc1nnc(-c2n[nH]c3ccccc23)o1)Nc1ccc(F)c(Cl)c1	-1
Cn1cnnc1SCc1cc(=O)c(OCc2ccc(C(F)(F)F)cc2)co1	-9
Cc1ccc(C(=O)NCCc2ccc(OCC(=O)NC3CC3)cc2)cc1F	-4
CC1CCN(CCCn2c(=S)[nH]c3ccccc3c2=O)CC1	-5
CC(C)c1cccc(NC(=O)c2ccc(S(N)(=O)=O)o2)c1	-3
Cc1nc(C)c(C(=O)N2CCCC(Nc3ccc4c(c3)OCCO4)C2)s1 (configuration not stated)	-14
Cc1ccc(C(=O)N2CCC(CCC(=O)N3CCN(c4ccccc4)CC3)CC2)cn1	-10
CCCCc1ncc(CN2CCCC(CO)(CCc3ccccc3)C2)[nH]1 (configuration not stated)	2
Cc1cc(O)c(C(c2cccnc2)N2CCCCC2)c(=O)n1Cc1ccco1 (configuration not stated)	-10
CN(C)c1ncnc2c1CCN(C(=O)c1c[nH]c3c(F)cccc3c1=O)C2	-26
NC(=O)CCCC1=NS(=O)(=O)c2ccccc2N1	-5
Cc1cccnc1NC(=O)CCc1ccc(F)cc1	-4
COc1cc(OC)c(NC(=O)Nc2cc(C)on2)cc1Cl	-7
CCS(=O)(=O)N(C)C(=O)c1ccc(C#N)cc1	-9
COC(=O)CC1C(=O)NCCN1S(=O)(=O)c1cc(C)ccc1C (configuration not stated)	-3
O=C(Nc1ccc2c(c1)CN(C(=O)c1ccsc1)CC2)c1ccccc1Cl	-1
CC(=NOCc1nc2c3c4c(sc3ncn2n1)C(C)(C)NC(C)(C)C4)c1cccs1	-5
CC1CCCC(C)N1C(=O)c1cc2cccnc2n(Cc2ccc(F)cc2)c1=O (configuration not stated)	-6
O=C(Nc1cc(C(=O)N2CCCCC2)ccc1Cl)C1CCC1	-14
CNC(=O)Cn1cc(NC(=O)CSCc2cc(C)ccc2C)cn1	-12
CCNC(=O)N1CCc2nc(N3CCOCC3)nc(Oc3ccc(OC)cc3)c2C1	-1
Cc1nc2c(O)cccn2c(=O)c1Cc1ccccc1	9
CCCC(=O)NC(Nc1ccc(S(N)(=O)=O)cc1)C(Cl)(Cl)Cl (configuration not stated)	-8
